Rac1 GTP hydrolysis – MgcRacGAP GTPase-activating activity inhibitors, confirmation, biochemical, ADP Hunter fluorescence | Rac GTPase-activating protein 1 (Homo sapiens) | MgcRacGAP-stimulated Rac1 GTP hydrolysis, ADP Hunter fluorescence; higher % means a stronger effect; GST-tagged Rac1 F28L mutant substrate | one-dose inhibition, % at 30 µM; IC50 in µM for titrated hits | hit rate 0.6% among 340,000 | AID 624330, 2012;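 active = first-screen hits whose inhibition reached a set limit at any dose in the follow-up dose series; inconclusive = inhibition above the set first-screen limit but never retested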;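 note: fluorescence reports GDP produced by GAP-driven GTP hydrolysis; strong numbers were not always called active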
NTR1 agonist – agonists of NTR1, primary screen, imaging, U2OS cells, beta-arrestin-GFP, high content (AID 493036); Neurotensin receptor type 1 (Homo sapiens), P30989; hit rate 0.17% among 330,000; NTR1-U2OS beta-arrestin-GFP spot imaging, agonist mode; activation, % at 20 µM;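 active = activation at or above 40% of the spot to cytoplasm intensity ratio, with at least 20 cells analyzed; inconclusive = wells under 20 cells, flagged as cytotoxic or low count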;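 note: 0% = DMSO without peptide and 100% = 100 nM NTR1 peptide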
Target sequence (P30989 whole entry, looked up): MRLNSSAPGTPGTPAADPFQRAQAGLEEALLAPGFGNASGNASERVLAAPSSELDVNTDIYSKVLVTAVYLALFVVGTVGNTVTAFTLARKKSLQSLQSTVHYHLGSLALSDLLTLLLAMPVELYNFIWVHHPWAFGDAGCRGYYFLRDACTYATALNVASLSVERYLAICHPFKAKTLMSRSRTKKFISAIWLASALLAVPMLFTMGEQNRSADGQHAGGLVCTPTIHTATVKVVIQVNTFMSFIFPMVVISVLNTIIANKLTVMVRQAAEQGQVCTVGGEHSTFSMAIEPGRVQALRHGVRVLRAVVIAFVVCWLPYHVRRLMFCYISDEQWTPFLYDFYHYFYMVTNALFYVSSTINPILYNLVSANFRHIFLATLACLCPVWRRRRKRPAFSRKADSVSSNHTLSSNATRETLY
Myeloid diff MLP – induction of myeloid progenitor differentiation, primary screen, cell-based, flow cytometry, MLPCN library. ER-HoxA9 myeloid progenitors, lysozyme-GFP differentiation. hit rate 1% among 360,000. calls only at 10 µM. AID 624256, 2012;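 active = normalized GFP-positive differentiation at or above the plate's own cutoff, the solvent-only control mean plus 3 SD; inconclusive = no clear call, values can overlap the other calls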;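 note: cells exposed to compound for four days before flow analysis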
NTR1 agonist cell count 20 µM – second read-out of NTR1 agonist, no call of its own (marks repeat the call); cell count; measured here: cell count, cytotoxicity flag
Myeloid diff MLP GFP+ MAC1+ % – recorded beside Myeloid diff MLP, whose call it bears; GFP+ MAC1+ double positive, %; measured here: differentiation confirmed by MAC1 staining
* hit, by the source's call; i = inactive; ? = inconclusive; / = no result given; + = active, no number. Some of the compounds tested. The share of hits here may be higher or lower than overall.

SMILES	Rac1 GTP hydrolysis	NTR1 agonist	NTR1 agonist cell count 20 µM	Myeloid diff MLP	Myeloid diff MLP GFP+ MAC1+ %
C[C@]12CCC3C(CC[C@H]4C[C@@H](O)CC[C@]34C)C1=CC[C@@H]2O (stereo partly drawn)	11.4%	/	/	i	0.8
COc1ccc(S(=O)(=O)N2Cc3cnnn3-c3ccccc3C2C#N)cc1 (stereo not drawn)	8.0%	/	/	i	2.4
CCOC(=O)C1(c2ccccc2)CCN(CC(=O)c2ccc(NC(C)=O)cc2)CC1	2.5%	/	/	i	1.3
Cc1ncc(C(=O)O)n1C(C)c1ccccc1 (stereo not drawn)	-1.2%	/	/	i	0.6
COc1ccccc1CNCCc1cccc(Cl)c1	135µM*	/	/	i	0.6
Cc1ccccc1NC(=NCCCN1CC1)Nc1ccccc1C	31.8%	/	/	i	1.5
O=S(=O)(c1ccccc1)N1CCN(S(=O)(=O)c2ccccc2)c2ccccc21	-9.7%	/	/	i	1.0
C=CC(=O)OCCO	1.1%	/	/	i	0.5
ClCCN(CCCl)c1ccc(C2=NCCc3ccccc32)cc1	2.9%	/	/	i	0.4
C(=NN1CCCCCC1)c1c[nH]c2ccccc12	-1.0%	/	/	i	1.5

Three entries out of the list, arranged by length of the SMILES, rising.
SMILES	Rac1 GTP hydrolysis	NTR1 agonist	NTR1 agonist cell count 20 µM	Myeloid diff MLP	Myeloid diff MLP GFP+ MAC1+ %
C=CC(=O)OCCO	1.1%	/	/	i	0.5
COc1ccccc1CNCCc1cccc(Cl)c1	135µM*	/	/	i	0.6
Cc1ncc(C(=O)O)n1C(C)c1ccccc1 (stereo not drawn)	-1.2%	/	/	i	0.6

Other results follow:
SMILES	Rac1 GTP hydrolysis	NTR1 agonist	NTR1 agonist cell count 20 µM	Myeloid diff MLP	Myeloid diff MLP GFP+ MAC1+ %
O=C(Cc1c[nH]c2ccccc12)NNCc1ccc(N(CCCl)CCCl)cc1	-10.1%	/	/	?	/
COC(=O)C12CCc3c(ccc4cc(OC)ccc34)C1=CC(=O)C2 (stereo not drawn)	-4.2%	/	/	i	1.1
COc1cc2c(cc1OC)C13CCN4CC5=CCOC(CC(=O)O)C(C5CC41)C3N2 (stereo not drawn)	7.2%	/	/	i	1.3
Cc1ccc(OC(=O)N(C)C[C@H]2OCc3cnnn3CCCC(=O)N([C@H](C)CO)C[C@@H]2C)cc1	-10.2%	/	/	i	0.4
CCOc1ccc(N)cc1	6.8%	/	/	i	0.9
COc1ccc(OC(=O)N(C)C[C@H]2OCc3cnnn3CCCC(=O)N([C@@H](C)CO)C[C@H]2C)cc1	6.6%	/	/	i	0.6
CN(c1ccc(O)cc1)c1ccc([N+](=O)[O-])c2nonc12	135µM*	/	/	+	3.6*
COP(=O)(NC(C)=O)SC (stereo not drawn)	1.9%	/	/	i	1.9
O=C(OCc1ccccc1)N1CCC2CC1c1cc(N3Cc4ccccc4-n4nncc4C3)ccc12 (stereo not drawn)	11.3%	/	/	i	0.6
COc1cc2c(c(OC)c1OC)-c1ccc(O)cc1C(NC(C)=O)CC2 (stereo not drawn)	5.2%	/	/	?	/
CC1c2ccccc2-n2nncc2CN1CC1CCCCC1 (stereo not drawn)	10.6%	/	/	i	0.8
O=S(=O)(c1cccc(C(F)(F)F)c1)N1Cc2ccccc2-n2nncc2C1	10.7%	/	/	i	2.6
CCOC(=O)c1cc2c(cn1)[C@@H](CCO)NC2	-5.8%	/	/	i	1.1
COCCNC(=S)N1Cc2ccccc2-n2nncc2C1	6.5%	/	/	i	1.3
C1=NCCCN2CCCCC12 (stereo not drawn)	3.2%	/	/	i	1.4
N#CC1c2ccccc2-n2nncc2CN1C(=O)CCc1ccccc1 (stereo not drawn)	0.7%	/	/	i	0.1
NCC(=O)c1ccccc1	-4.3%	/	/	i	1.4
Cc1ccc(-n2c(=S)[nH]c3ccccc3c2=O)cc1C	1.6%	/	/	i	0.3
CN1CCC(c2c[nH]c3ccc(O)cc23)CC1	-0.6%	/	/	i	2.2
Cc1ccccc1CN1Cc2cnnn2-c2ccccc2C1C#N (stereo not drawn)	15.8%	/	/	?	/
O=C(Cc1ccccc1)N1CCN(Cc2ccc(Cl)cc2)CC1	6.3%	/	/	i	0.5
CC(C)(O)C1C2OC(=O)C1C1(O)CC3OC34C(=O)OC2C14C (stereo not drawn)	0.8%	/	/	?	/
CC1C(c2ccccc2)OC(=O)N1C (stereo not drawn)	-0.1%	/	/	i	1.0
c1coc(CN2Cc3ccccc3-n3nncc3C2)c1	10.7%	/	/	i	0.2
CN1C(=O)C(C)(C2=CCCCC2)C(=O)NC1=S (stereo not drawn)	2.1%	/	/	i	1.1
Cc1cccc(N2CCC3(CC2)C(=O)NC(=O)NC3=O)c1	6.6%	/	/	i	1.1
CC1(C)CC2CCC(O)C2C(CCO)N1 (stereo not drawn)	-1.0%	/	/	i	0.8
C[C@H]1CN([C@@H](C)CO)C(=O)CCCn2nncc2CO[C@H]1CN(C)C(=O)Oc1ccccc1	9.4%	/	/	i	0.8
COC(=O)C1=C(c2ccc(OCc3ccccc3)cc2)C[C@@H]2CC[C@H]1N2C(=O)NCc1ccc(Cl)cc1	13.2%	/	/	i	0.6
Cc1cc(C)c(C)c(C(O)(C(=O)O)c2ccccc2)c1 (stereo not drawn)	0.3%	/	/	i	0.4
CC1(C(=O)O)CC12c1ccccc1-c1ccccc12 (stereo not drawn)	3.7%	/	/	i	0.8
COC(=O)C1=C(c2ccc(OCc3ccccc3)cc2)C[C@@H]2CC[C@H]1N2C(=O)NCc1cccc(F)c1	7.7%	/	/	i	1.2
CCC1(CC(C)c2ccccc2)C(=O)NC(=O)NC1=O (stereo not drawn)	3.1%	/	/	i	1.0
CC1CN1P1(=O)OCC(C)([N+](=O)[O-])CO1 (stereo not drawn)	-1.2%	/	/	i	0.5
C=CCN(CC=C)C(=O)CCN1CC1C (stereo not drawn)	6.8%	/	/	i	0.7
COC(=O)C1=C(c2cccc(C#N)c2)C[C@@H]2CC[C@H]1N2C(=O)N1CCC(C)CC1	-6.0%	-0.4	44	i	2.4
COC(=O)C1=C(c2cc3ccccc3s2)C[C@@H]2CC[C@H]1N2C	12.0%	1.0	64	i	1.0
Nc1ccc([N+](=O)[O-])cc1	-0.6%	0.7	68	i	1.4
Clc1cccc(Cl)c1Cl	4.3%	-1.4	53	i	1.2
O=c1[nH]c(O)c(C=NC2CCN(Cc3ccccc3)CC2)c(=O)[nH]1	10.5%	0.3	49	i	0.8
COC(=O)C1=C(c2c(C)noc2C)C[C@@H]2CC[C@H]1N2C(=O)N1CCC(O)(c2ccc(Cl)cc2)CC1	-1.9%	-0.9	58	i	0.8
Cc1cccc(NC(=O)COC(=O)c2cc(C)n(C3CC3)c2C)c1	0.4%	-0.7	59	i	0.8
CCN(CC(=O)Nc1ccc(C#N)c(Cl)c1)CC(=O)NC1CCS(=O)(=O)C1 (stereo not drawn)	2.5%	-0.2	40	i	1.9
CC(C)OS(C)(=O)=O	2.4%	-1.0	55	i	1.1
COC(=O)C1=C(c2ccc(Cl)c(C(F)(F)F)c2)C[C@@H]2CC[C@H]1N2C(=O)N1CCOCC1	10.3%	0.0	65	i	0.7
COC(=O)C1=C(c2c(C)noc2C)C[C@@H]2CC[C@H]1N2C(=O)N1CCCCC1	10.7%	-0.1	64	i	0.6
CC(=O)O[C@H]1C[C@@H]2CC[C@@H]3[C@H](CC[C@]4(C)C(=O)CC[C@@H]34)[C@@]2(C)C[C@@H]1OC(C)=O	-6.9%	-1.8	85	i	3.5
COC(=O)C1=C(c2c(C)noc2C)C[C@@H]2CC[C@H]1N2C(=O)NC1Cc2ccccc2C1	4.3%	0.7	52	i	2.1
COc1ccccc1N1CCN(Cc2ccc3c(c2)OCO3)CC1	15.1%	-0.8	44	i	0.7
N#Cc1ccc(NC(=O)CN2CCN(C(=O)c3cccs3)CC2)cc1Cl	0.8%	-0.7	56	i	0.7
The listing continues.
SMILES	Rac1 GTP hydrolysis	NTR1 agonist	NTR1 agonist cell count 20 µM	Myeloid diff MLP	Myeloid diff MLP GFP+ MAC1+ %
COC(=O)C1=C(c2ccc(S(C)(=O)=O)cc2)C[C@@H]2CC[C@H]1N2C(=O)NCCO	0.0%	-1.7	89	i	2.3
CN(C)c1ccc(CCN2CCOCC2)cc1	12.0%	1.2	62	i	1.4
O=[N+]([O-])c1c2ccccc2cc2ccccc12	6.2%	-1.0	54	i	1.2
COC(=O)C1=C(c2ccc(F)cc2OCc2ccccc2)C[C@@H]2CC[C@H]1N2C(=O)NCc1ccc2c(c1)OCO2	3.0%	1.4	73	i	2.3
COC(=O)C1=C(c2cccc(OCc3ccccc3)c2)C[C@@H]2CC[C@H]1N2C(=O)NCc1cc(C)oc1C(F)(F)F	8.2%	2.9	56	i	1.8
C[C@]12CCC3C(CC[C@H]4C[C@H](OC(=O)c5cccnc5)CC[C@]34C)C1CCC2=O (stereo partly drawn)	-7.1%	12.4	67	i	0.5
C[C@]12CCC3C(CC[C@H]4C[C@@H](O)CC[C@]34C)C1C[C@@H](O)[C@]2(C)O (stereo partly drawn)	-5.0%	5.4	65	i	0.9
COc1cc2c(cc1OC)[C@H]1C(=O)c3ccc4c(c3O[C@H]1CO2)C[C@@H](C(C)(C)O)O4	7.5%	-2.3	55	i	2.1
Cc1c(C)c2ccc(OCC(=O)N3CCN(Cc4ccccc4)CC3)cc2oc1=O	2.2%	-0.1	71	i	1.1
COCCn1c(-c2ccccc2)cc(C(=O)O)c1C	2.0%	-1.3	75	i	0.6

Part of the list above, set out differently:
molecule: COc1cc2c(cc1OC)[C@H]1C(=O)c3ccc4c(c3O[C@H]1CO2)C[C@@H](C(C)(C)O)O4
  Rac1 GTP hydrolysis: 7.5%
  NTR1 agonist: -2.3
  NTR1 agonist cell count 20 µM: 55
  Myeloid diff MLP: i
  Myeloid diff MLP GFP+ MAC1+ %: 2.1

molecule: Cc1c(C)c2ccc(OCC(=O)N3CCN(Cc4ccccc4)CC3)cc2oc1=O
  Rac1 GTP hydrolysis: 2.2%
  NTR1 agonist: -0.1
  NTR1 agonist cell count 20 µM: 71
  Myeloid diff MLP: i
  Myeloid diff MLP GFP+ MAC1+ %: 1.1

More results follow.
SMILES	Rac1 GTP hydrolysis	NTR1 agonist	NTR1 agonist cell count 20 µM	Myeloid diff MLP	Myeloid diff MLP GFP+ MAC1+ %
COC(=O)C1=C(c2ccc(F)cc2F)C[C@@H]2CC[C@H]1N2C(=O)NCc1ccc(C(F)(F)F)cc1	7.5%	-1.6	72	i	0.4
COC(=O)C1=C(c2ccc3ccccc3c2)C[C@@H]2CC[C@H]1N2C	-3.5%	0.5	56	i	1.6
COC(=O)C1=C(c2cccc(C#N)c2)C[C@@H]2CC[C@H]1N2C(=O)NCCOc1ccccc1Cl	3.9%	-0.3	45	i	2.9
COC(=O)C1=C(c2ccc(OC)c(OC)c2)C[C@@H]2CC[C@H]1N2C(=O)N1CCOCC1	1.4%	-1.4	74	i	3.5
COC(=O)C1=C(c2cccc(C#N)c2)C[C@@H]2CC[C@H]1N2C(=O)NCCO	8.8%	-1.4	57	i	0.3
Cc1noc(C)c1CSCC(=O)Nc1ccc(C#N)c(Cl)c1	-5.5%	-1.4	59	i	0.3

An excerpt from above with just NTR1 agonist cell count 20 µM.
smiles | NTR1 agonist cell count 20 µM
COC(=O)C1=C(c2cccc(C#N)c2)C[C@@H]2CC[C@H]1N2C(=O)NCCOc1ccccc1Cl | 45
COC(=O)C1=C(c2cccc(C#N)c2)C[C@@H]2CC[C@H]1N2C(=O)NCCO | 57
COC(=O)C1=C(c2ccc3ccccc3c2)C[C@@H]2CC[C@H]1N2C | 56
